FBW7 activator: FBW7 E3 ligase activators, primary screen, biochemical, AlphaScreen, human | normalized activity (activation), % at 26.1 µM | AlphaScreen FBW7–phospho-cyclin E peptide binding, activator screen | 650,000 tested, 0.13% active | F-box/WD repeat-containing protein 7 (Homo sapiens), Q969H0; in the data active = normalized activity above about 1.9%;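 note: purified mutant Fbw7 with reduced substrate affinity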
Target sequence (Q969H0 whole entry, looked up): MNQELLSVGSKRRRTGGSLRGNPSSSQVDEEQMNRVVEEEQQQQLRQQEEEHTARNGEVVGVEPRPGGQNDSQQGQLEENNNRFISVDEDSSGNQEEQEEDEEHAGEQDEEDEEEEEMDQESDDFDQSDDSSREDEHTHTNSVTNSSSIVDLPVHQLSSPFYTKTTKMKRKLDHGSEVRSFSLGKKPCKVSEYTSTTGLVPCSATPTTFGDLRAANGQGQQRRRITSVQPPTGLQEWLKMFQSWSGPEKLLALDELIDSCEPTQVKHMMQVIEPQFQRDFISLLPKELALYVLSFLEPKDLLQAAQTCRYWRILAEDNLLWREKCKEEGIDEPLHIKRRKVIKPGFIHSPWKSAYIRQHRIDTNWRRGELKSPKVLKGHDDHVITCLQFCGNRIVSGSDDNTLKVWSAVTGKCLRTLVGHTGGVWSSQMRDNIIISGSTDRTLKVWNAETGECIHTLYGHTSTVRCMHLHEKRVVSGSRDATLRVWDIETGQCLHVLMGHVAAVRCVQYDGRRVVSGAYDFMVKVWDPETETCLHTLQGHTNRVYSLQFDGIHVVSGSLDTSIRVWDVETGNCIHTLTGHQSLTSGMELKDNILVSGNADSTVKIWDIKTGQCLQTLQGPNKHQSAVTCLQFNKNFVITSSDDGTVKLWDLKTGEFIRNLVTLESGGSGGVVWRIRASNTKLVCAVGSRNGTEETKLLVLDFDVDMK
MITF primary: MITF inhibitors, primary screen, biochemical, AlphaScreen, human. Microphthalmia-associated transcription factor (Homo sapiens), O75030. AlphaScreen MITF homodimerization, bead proximity signal. inhibition, % at 2.6 µM. 650,000 tested, 0.91% active. AID 1259374, 2018; in the data active = inhibition above about 50%;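 note: 0% = vehicle wells with protein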
GPR151 ag: activators of human GPR151, primary screen, cell-based, PathHunter beta-arrestin, luminescence. G-protein coupled receptor 151 (Homo sapiens), Q8TDV0. PathHunter beta-arrestin GPR151 cells. activation, % at 11.2 µM. 650,000 tested, 1% active; in the data active = activation above about 4.9%;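 note: 0% = median of compound wells and 100% = cells with positive control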
TEAD-YAP block: TEAD-YAP interaction inhibition, primary screen, TEAD-YAP interaction inhibitor project, luminescence, HEK-TIYL cells; TEAD-Gal4/YAP UAS-luciferase luminescence; inhibition, % at 9.12 µM; 640,000 tested, 1.4% active; in the data active = inhibition above about 32%;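 note: 0% = median of test compound wells and 100% = reference inhibitor wells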
Starred values were filed as active, the others as inactive; & = joins results of further samples. Rows are unselected; any-hit rate near 3.5%.

smiles,FBW7 activator,MITF primary,GPR151 ag,TEAD-YAP block
COc1ccc(OC)c(CNC(=O)Cc2c(C(=O)O)[nH]c3ccc(Cl)cc23)c1,-0.1,13.1,-0.2,5.6
CC(C)OC(=O)c1ccc(NC(=O)COc2ccccc2[N+](=O)[O-])cc1,-0.1,-11.9,-1.5,6.8
O=C(NC(=S)Nc1ccc(N2CCOCC2)cc1)c1cccc([N+](=O)[O-])c1,-0.3,-3.6,-0.4,1.7
C=CCNC(=S)NNC(=O)c1cccc(OC)c1,-0.1,-7.0,0.1,-7.1
O=C(Cn1c(-c2cnccn2)nc2ccccc21)N1CCN(c2ccccc2F)CC1,0.1,10.4,0.6,0.5
COc1ccc(C2C=C(C)Nc3nc(C(F)(F)F)nn32)cc1 (stereo not drawn),0.3,11.0,1.1,4.7
Cn1c(=O)n(C)c2cc(/C=C(/C#N)C(=O)NCc3ccco3)ccc21,0.9,8.1,-0.1,11.1
CC(Nc1nc2ccccc2n2nnnc12)C12CC3CC(CC(C3)C1)C2 (stereo not drawn),0.0,-5.5,1.1,1.0
CCCc1ccc(OCC(=O)Nc2ccc(F)cc2)cc1,0.0,12.6,-1.3,-14.8
CC1CC(C)(C)Nc2ccc(OC(=O)c3ccccc3)cc21 (stereo not drawn),-0.1,-5.1,-0.1,43.9*

Entries of single compounds, looked up by structure:
`COc1ccc(OC)c(CNC(=O)Cc2c(C(=O)O)[nH]c3ccc(Cl)cc23)c1` in the list: FBW7 activator: -0.1; MITF primary: 13.1; GPR151 ag: -0.2; TEAD-YAP block: 5.6
`Cn1c(=O)n(C)c2cc(/C=C(/C#N)C(=O)NCc3ccco3)ccc21` in the list: FBW7 activator: 0.9; MITF primary: 8.1; GPR151 ag: -0.1; TEAD-YAP block: 11.1

Additional results follow:
smiles,FBW7 activator,MITF primary,GPR151 ag,TEAD-YAP block
Cc1cccc(-n2nnnc2Sc2ccc([N+](=O)[O-])c3cnccc23)c1,0.0,6.5,3.0,45.6*
COc1ccc(Cn2c(SC)nc3c(sc4ccccc43)c2=O)cc1,0.1,14.8,1.2,-8.3
CCOC(=O)C1=CN(Cc2ccc(Cl)cc2)C=C(C(=O)OCC)C1c1ccc(Br)cc1,0.1,8.5,-0.2,8.1
COc1cccc(C=O)c1OCc1ccc(F)cc1,0.0,-11.9,5.2*,0.0
COc1cccc([C@@H](C)NC(=O)CCC2(Cc3cccc4ccccc34)CCC(=O)N2)c1 (stereo partly drawn),-0.1,0.0,1.0,-0.9
O=C(/C=C/c1ccc(Br)o1)OCN1C(=O)c2ccccc2C1=O,-0.1,20.1,-0.8,9.8
CCOC(=O)c1cc[n+](CC(=O)c2cccc([N+](=O)[O-])c2)cc1,0.0,4.4,-2.3,5.5
O=C(Nc1cccc(Cl)c1)Nc1ccccc1C(=O)NCc1ccccc1,0.1,18.6,-0.9,-8.4
CN(c1ccc(O)cc1)S(=O)(=O)c1cccs1,0.1,10.7,0.4,4.0
CN1CCN(c2c(/C=N/O)c3ccccc3n2C)CC1,0.1,46.1,1.6,-10.0

smiles,FBW7 activator,MITF primary,GPR151 ag,TEAD-YAP block
O=C(c1ccc(-n2c(=S)[nH]c3ccccc3c2=O)cc1)N1CCOCC1,-0.1,3.8,-0.9,-8.6
COc1ccc(C(=O)Nc2cc(OC)c(NC(=O)Nc3ccccc3)cc2OC)cc1,0.1,25.8,-0.4,-13.9
CCN=C1SC(CC(=O)Nc2ccc(OC(F)F)cc2)C(=O)N1CC (stereo not drawn),0.1&0.1,4.6&0.6,1.7&-0.6,-5.3&0.3
N#Cc1cc(C(=O)c2cc(Cl)ccc2O)c[nH]c1=O,0.3,7.5,1.3,6.5
CCCc1oc2c(cc(NS(=O)(=O)c3ccc(Cl)c([N+](=O)[O-])c3)c3ccccc32)c1C(=O)OCC,-0.1,-1.6,1.3,8.8
CCC(=O)Nc1cc(CNC(=O)Cc2csc(C)n2)cc(C(=O)OC)c1,0.1,17.1,-0.9,2.6
Cc1cc(I)ccc1NC(=O)COC(=O)c1ccc([N+](=O)[O-])s1,0.0,4.2,0.3,12.8
O=C1C(=O)N(Cc2nnc(-c3ccccc3)o2)c2ccccc21,1.1,12.7,-0.2,-3.0
COc1ccc(CC(CC(=O)NCc2ccccc2)C(=O)O)cc1 (stereo not drawn),0.1,-7.5,0.3,-3.4
COC(=O)NNC(=S)Nc1cc(OC)ccc1OC,-0.1,-14.5,-0.8,3.6

smiles,FBW7 activator,MITF primary,GPR151 ag,TEAD-YAP block
CCOC(=O)c1sc2nc(SCc3ccccc3C)n(Cc3cccc(Cl)c3)c(=O)c2c1C,-0.1,3.1,-1.1,2.2
CC(=O)C1=C(O)C(=O)OC1c1ccccc1Cl (stereo not drawn),-0.3,3.8,-0.7,-5.6
O=C1C2C(c3ccc(Cl)cc3)OC3(C(=O)c4ccccc4C3=O)C2C(=O)N1C1CCCCC1 (stereo not drawn),0.0,-0.6,1.0,-8.1
COc1ccc(CC(=O)O)c(C(=O)O)c1,0.0,4.2,1.8,17.4
O=C(NC12CC3CC(CC(C3)C1)C2)c1ccc(Cl)cc1,0.0,-16.9,-0.8,0.7
CCN(CC)CC(=O)Nc1ccc([N+](=O)[O-])cc1,0.7,9.4,3.5,8.6
C=CCCCCCCCCC(=O)Nc1c[nH]c(=O)[nH]c1=O,0.2,12.6,0.8,1.0
CCOC(=O)N1CCC(N2CCN(Cc3ccc(OC)cc3F)C(CCO)C2)CC1 (stereo not drawn),0.5,13.1,-0.9,3.7
Cc1nc2nc(CN)nn2c(C)c1CCC(=O)NCc1ccccc1,0.1,12.9,-1.3,9.5
CCOC(=O)c1ccc(S(=O)(=O)NCCNCc2ccccc2)cc1,-0.1,-17.6,-1.9,4.5

The last five records of the part before lead into the next:
canonical_smiles	FBW7 activator	MITF primary	GPR151 ag	TEAD-YAP block
CCN(CC)CC(=O)Nc1ccc([N+](=O)[O-])cc1	0.7	9.4	3.5	8.6
C=CCCCCCCCCC(=O)Nc1c[nH]c(=O)[nH]c1=O	0.2	12.6	0.8	1.0
CCOC(=O)N1CCC(N2CCN(Cc3ccc(OC)cc3F)C(CCO)C2)CC1 (stereo not drawn)	0.5	13.1	-0.9	3.7
Cc1nc2nc(CN)nn2c(C)c1CCC(=O)NCc1ccccc1	0.1	12.9	-1.3	9.5
CCOC(=O)c1ccc(S(=O)(=O)NCCNCc2ccccc2)cc1	-0.1	-17.6	-1.9	4.5
O=C1CCc2cc(S(=O)(=O)NCCC3=CCCCC3)cc3c2N1CCC3	0.0	0.6	-0.9	10.9
CCC1CN(CC(=O)NC(c2ccncc2)c2ccc(F)cc2)Cc2cc(OC)ccc2O1 (stereo not drawn)	0.1	8.4	-0.5	3.5
CNC(=O)Nc1nnc(C(C)(C)C)s1	-0.1	-11.2	2.1	5.2
Cc1ccccc1OCc1nc(-c2ccncc2)no1	-0.3	4.1	0.0	-51.9
CC(C)[C@@H](CO)Nc1ccc2ncc(-c3cccc4ccccc34)n2n1	0.0	16.9	0.9	0.0
CCc1ccc(C2NC(=O)C(O)=C2C(=O)c2cccs2)cc1 (stereo not drawn)	0.0	20.4	-0.1	-26.5
O=C(CN(c1ccc(Br)cc1)S(=O)(=O)c1ccccc1)NCc1ccco1	0.3	7.8	-0.6	5.1
CCCNC(=O)C(=O)Nc1nccs1	0.3	-2.0	-1.1	-7.0

canonical_smiles	FBW7 activator	MITF primary	GPR151 ag	TEAD-YAP block
CCc1ccccc1NC(=O)c1ccc([N+](=O)[O-])cc1Cl	0.1	-3.0	-0.2	4.8
Cc1nc2sccn2c(=O)c1S(=O)(=O)NC1CCCC1	0.2	0.2	-0.1	21.4
Cc1cc2oc(=O)cc(CN(C)CCO)c2cc1C	-0.3	-4.2	-0.8	2.8
CC(NC(N)=O)C(=O)OCC(=O)c1ccc(-c2ccccc2)cc1 (stereo not drawn)	0.1	3.1	-1.5	0.2
COc1ccccc1CNC(=O)CN(c1cc(C)ccc1OC)S(C)(=O)=O	0.1	1.1	-0.3	5.5
COc1ccc(CN2C(=O)c3cccc4cccc2c34)cc1F	0.3	-5.5	0.3	-3.3
O=C(COC(=O)c1cc([N+](=O)[O-])ccc1O)c1cccs1	0.2	19.3	-2.9	2.2
COC(=O)C1=C(C)N(C)C(C)=C(C(=O)OC)C1c1cccnc1	0.0	9.0	-0.3	13.8

canonical_smiles	FBW7 activator	MITF primary	GPR151 ag	TEAD-YAP block
Cc1nn(-c2ccccc2)c2c1C(=O)N(c1ccccc1)C(=O)C(C)(C)C2	0.1	5.5	0.5	-5.0
CC(=O)c1cccc(CN2CCN(Cc3ccccc3)C(CCO)C2)c1 (stereo not drawn)	0.1	12.8	0.1	-7.3
Cc1nn2c(NCCCO)c3c(nc2c1-c1cccs1)CCCC3	0.2	5.7	0.5	3.7
COc1cc(C2=N/C(=C\c3ccc(Cl)cc3Cl)C(=O)O2)cc(OC)c1OC	-0.1	1.3	-0.2	-1.3
Cc1ccc(NC(=O)CSc2nnc(-c3ccc(F)cc3)c(-c3ccc(F)cc3)n2)cc1Cl	0.1	23.9	0.3	17.6
COc1cc(-c2ccc(NC(=O)Nc3ccc(C)cc3)c(OC)c2)ccc1NC(=O)Nc1ccc(C)cc1	0.7	12.3	-0.2	1.2
COc1cc(COc2ccc3c(C)cc(=O)oc3c2)cc(OC)c1OC	0.1	-8.0	2.4	55.5*
CC(C)C(=O)Nc1ccc(-c2csc(-c3ccccc3)n2)cc1	-0.1	-3.5	-1.4	-61.0

canonical_smiles	FBW7 activator	MITF primary	GPR151 ag	TEAD-YAP block
COc1ccc(/C(C)=N/N=C2\NC(=O)C(CC(=O)O)S2)cc1OC (stereo not drawn)	0.0	-6.9	-0.3	-0.5
CCN1C=CC(=C(C=C2C=CC(=O)C=C2)CS(=O)(=O)O)C=C1	-0.4	-5.5	-0.5	6.1
Cc1ccc(NC(=O)c2nc3ncccn3n2)c(C)c1	0.0	1.5	0.2	-36.3
COc1cccc(NC(=O)N2CCCC2C(=O)NC2CC2)c1 (stereo not drawn)	0.1	-3.8	-0.2	-1.6
CC(Sc1nnc(C(F)(F)F)n1N)C(=O)NC(c1ccccc1)c1ccccc1 (stereo not drawn)	-0.1	-2.5	-1.5	33.2*
CCOC(=O)c1ccc(Oc2ccc(C(F)(F)F)cn2)cc1	-0.1	5.0	0.3	1.9
Nc1ncnc(NCc2cccnc2)c1[N+](=O)[O-]	-0.1	10.7	-1.2	1.3
Cc1csc(Nc2ncnc(N)c2[N+](=O)[O-])n1	-0.1	-3.7	-0.6	14.3

canonical_smiles	FBW7 activator	MITF primary	GPR151 ag	TEAD-YAP block
O=C(O)CC/C(=N\NC(=O)c1ccncc1)c1ccccc1	-0.1	5.5	-0.7	4.8
O=C(Nc1c2c(nn1-c1cccc(Cl)c1)CS(=O)(=O)C2)C1CCCC1	0.1	13.7	4.3	1.3
N=C1S/C(=C\c2ccc(-c3cccc(F)c3)o2)C(=O)N1c1nonc1N	0.4	2.0	-1.3	0.6
O=C(O)/C(S)=C\c1ccccc1	-0.1	19.7	0.5	-1.4
CC1CCCCC1NC(=O)c1cc(S(=O)(=O)N2CCc3ccccc32)cn1C (stereo not drawn)	-0.2	0.8	0.0	-8.9
CCc1ccccc1NC(=O)N1CCCC1C(=O)NC(C)C (stereo not drawn)	-0.2	-0.1	-0.5	1.3
CCN(CC)c1ccc(C2NC(=O)NC(C)=C2C(=O)OCC2CCCO2)cc1 (stereo not drawn)	0.0	8.4	-0.9	5.3
CN1CCN(C(=O)CS(=O)(=O)c2ccc(S(C)=O)cc2[N+](=O)[O-])CC1 (stereo not drawn)	0.1	8.9	-1.4	13.4

canonical_smiles	FBW7 activator	MITF primary	GPR151 ag	TEAD-YAP block
O=C(CCOc1ccccc1)NCC1CCC2(CCN(C(=O)c3ccncc3)CC2)O1 (stereo not drawn)	0.0	-4.1	1.9	0.6
COCc1nc2ccccc2n1C(C)c1ccccc1 (stereo not drawn)	1.5	12.8	-1.3	-16.2
O=C(CSc1ncnc2c1oc1ccccc12)Nc1ccc([N+](=O)[O-])cc1	0.1	11.7	0.1	13.5
Cc1cc(NC(=O)C2CCC2)ccc1Br	-0.1	-3.4	1.4	-11.0
COCCn1nnnc1CN1CCC(C(N)=O)CC1	-0.3	-8.6	-0.4	-1.7

From PubChem BioAssay
